From PubChem BioAssay
Cardiac RTF inh: cardiac RTF calcium desensitization | P19429+P45379 | IANBD-labeled cardiac RTF, Ca2+ fluorescence | inhibition, % at 7.15 µM | 340,000 compounds, 0.12% hits | AID 493244;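 active = inhibition above the mean inhibition of all tested compounds plus 3 SD, cut at about 17% in these data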;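 also: assay run at fixed EC70 calcium of 1.6 mM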
CAL-PDZ inh HTS: blocks peptide binding to the human CAL PDZ domain; Q9HD26; purified CAL PDZ, TMR-peptide fluorescence polarization, 1 h; inhibition, % at 24.9 µM; 300,000 compounds, 0.92% hits;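 active = mean inhibition of at least 30% with at least half of replicates also reaching 30%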;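 also: 0% = DMSO neutral control and 100% = excess unlabeled competitor peptide PRC23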
MOR-DOR inv ag: inverse agonist of human OPRM1-OPRD1 heterodimerization; inhibition, % at 9.3 µM; P35372+P41143; 340,000 compounds, 0.21% hits; cell-based MOR-DOR heterodimer luminescence, inverse agonism; in the data active = inhibition above about 22%, passing the limit was not always enough;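 also: 0% = cells with DMSO and 100% = wells without cells with DMSO; values of inactives mirror those of a sister screen read the other way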
HTR5A ag ctr: activates human HTR5A in OPRM1-OPRD1 agonist counter-screen. AID 504692. activation, % at 9.3 µM. HTR5A agonist assay, luminescence, cell-based. 340,000 compounds, 0.61% hits. P47898; in the data active = activation mostly above about 9.5%, no sharp cut-off; inactive = mostly below about 7.6%;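 also: 0% = cells with vehicle only and 100% = reference agonist; strong numbers were not always called active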
Target sequence (P47898 whole entry, looked up): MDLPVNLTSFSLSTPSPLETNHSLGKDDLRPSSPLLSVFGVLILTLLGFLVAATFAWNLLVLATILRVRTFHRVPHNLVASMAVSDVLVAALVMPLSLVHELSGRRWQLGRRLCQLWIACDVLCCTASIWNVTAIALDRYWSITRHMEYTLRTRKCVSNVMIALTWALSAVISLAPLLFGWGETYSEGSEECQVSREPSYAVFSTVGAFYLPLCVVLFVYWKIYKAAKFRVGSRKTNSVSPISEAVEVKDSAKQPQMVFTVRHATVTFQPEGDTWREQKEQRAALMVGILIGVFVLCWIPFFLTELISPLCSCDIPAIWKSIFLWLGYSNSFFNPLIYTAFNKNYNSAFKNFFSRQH
C-LANA FP: KSHV C-LANA DNA binding inhibition; MBP-C-LANA/FAM-LBS DNA binding, fluorescence polarization; inhibition, % at 9 µM; 340,000 compounds, 0.078% hits; AID 504423;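 active = highest replicate inhibition at or above 60% at 9 µM, even if other replicates fall short; inactive = all replicates below 60% inhibition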;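 also: 0% = neutral control wells and 100% = 4 µM acridine orange control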
Keap1 Nrf2 FP: inhibitors of human Keap1-Nrf2 protein-protein interaction | Keap1 Kelch-Nrf2 peptide fluorescence polarization, 1536-well | inhibition, % at 9.4 µM | 340,000 compounds, 0.15% hits | AID 504523; in the data active = inhibition above about 12%;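 also: human Keap1 Kelch domain with fluorescein labeled Nrf2 9mer peptide probe; 0% = neutral control wells and 100% = peptide positive control; higher means more block of Keap1 binding to Nrf2 peptide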
Target sequence (Q14145 whole entry, looked up, the tested form may be a part): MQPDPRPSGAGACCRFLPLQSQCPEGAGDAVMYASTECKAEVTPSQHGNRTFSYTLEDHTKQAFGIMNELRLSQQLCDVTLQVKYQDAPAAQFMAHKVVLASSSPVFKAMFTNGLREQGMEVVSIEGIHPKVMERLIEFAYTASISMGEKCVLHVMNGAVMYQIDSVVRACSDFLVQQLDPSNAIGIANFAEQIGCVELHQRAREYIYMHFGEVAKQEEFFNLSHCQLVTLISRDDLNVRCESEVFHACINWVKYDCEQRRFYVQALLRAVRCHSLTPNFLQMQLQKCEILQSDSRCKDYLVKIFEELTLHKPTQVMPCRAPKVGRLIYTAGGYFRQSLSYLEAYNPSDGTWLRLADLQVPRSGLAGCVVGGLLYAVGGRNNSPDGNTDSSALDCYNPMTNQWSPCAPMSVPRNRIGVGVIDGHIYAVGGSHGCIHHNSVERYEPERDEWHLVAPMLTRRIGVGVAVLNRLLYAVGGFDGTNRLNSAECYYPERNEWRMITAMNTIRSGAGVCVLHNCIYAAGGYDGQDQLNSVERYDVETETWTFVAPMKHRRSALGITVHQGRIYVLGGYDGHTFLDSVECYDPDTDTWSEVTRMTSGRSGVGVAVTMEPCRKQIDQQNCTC
OPRM1-OPRD1 ag: agonists of human mu-delta opioid receptor heterodimerization; P35372+P41143; cells, OPRM1-OPRD1 heterodimerization, luminescence; activation, % at 9.3 µM; 340,000 compounds, 0.3% hits; in the data active = activation above about 18%;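 also: 0% = vehicle-treated cells and 100% = reference agonist; values of inactives mirror those of a sister screen read the other way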
HTR5A inv ctr: counter-screen for OPRM1-OPRD1 inverse agonists: human HTR5A inverse agonism. P47898. HTR5A cell line, luminescence. inhibition, % at 9.3 µM. 340,000 compounds, 0.083% hits. AID 504634; in the data active = inhibition mostly above about 23%, no sharp cut-off; inactive = mostly below about 18%;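 also: 0% = cells with DMSO and 100% = no-cell wells with DMSO; some compounds called inactive have numbers as strong as hits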
cardiac RTF act: increases calcium sensitivity of human cardiac regulated thin filaments. P19429+P45379. IANBD-labeled TnC RTF fluorescence at EC20 calcium; 0% EC20 calcium, 100% full calcium. activation, % at 7.2 µM. 340,000 compounds, 0.24% hits. AID 493008;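 active = activation above the mean over all tested compounds plus 3 SD, cut at about 30% in these data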;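 also: rise in fluorescence read as greater calcium sensitivity of cardiac thin filaments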
V-ATPase pH: regulators of yeast V-ATPase proton transport. 350,000 compounds, 0.37% hits. S. cerevisiae, pHLuorin cytosolic pH fluorescence. response, % at 10 µM; in the data active = response mostly above about 7.3%, no sharp cut-off; inactive = mostly below about 5.4%; also: actives read high; inactives centre near 0; some compounds called inactive have numbers as strong as hits; reference of the scale not given here
Active calls of the source: *. Outcome played no part in choosing rows. Share with any hit: about 2.8%.

CC(=O)Nc1ccc(NC(=O)c2cccc(Oc3ccccc3)c2)cc1 was read as Cardiac RTF inh -3, CAL-PDZ inh HTS -1, MOR-DOR inv ag -16, HTR5A ag ctr -2, C-LANA FP 1.0, Keap1 Nrf2 FP -6, OPRM1-OPRD1 ag 2.6, HTR5A inv ctr 11, cardiac RTF act -9 and V-ATPase pH -2.
For CCCNC(=O)c1ccc(N2CCC3(CC2)CC(c2ccc(Cl)cc2)=NO3)c([N+](=O)[O-])c1 the results were Cardiac RTF inh 3, CAL-PDZ inh HTS 0, MOR-DOR inv ag 5, HTR5A ag ctr 0, C-LANA FP -0.3, Keap1 Nrf2 FP -1, OPRM1-OPRD1 ag -0.9, HTR5A inv ctr -6, cardiac RTF act 2 and V-ATPase pH -1.
CCn1c(O)c(N=NC(=O)CNC(=O)c2ccco2)c2ccccc21 was read as Cardiac RTF inh 4, CAL-PDZ inh HTS 1, MOR-DOR inv ag -2, HTR5A ag ctr -3, C-LANA FP 0.1, Keap1 Nrf2 FP 0, OPRM1-OPRD1 ag 0.3, HTR5A inv ctr 7, cardiac RTF act -6 and V-ATPase pH -3.
For COc1cccc(C2/C(=C(/O)c3ccc4c(c3)OCO4)C(=O)C(=O)N2CCN2CCOCC2)c1 (stereo unspecified) the results were Cardiac RTF inh 0, CAL-PDZ inh HTS -5, MOR-DOR inv ag 10, HTR5A ag ctr 2, C-LANA FP 0.1, Keap1 Nrf2 FP -3, OPRM1-OPRD1 ag -2.4, HTR5A inv ctr -6, cardiac RTF act 2 and V-ATPase pH -6.
`Cc1ccc2ccc(S(=O)(=O)NCc3ccco3)cc2c1` gave Cardiac RTF inh -15, MOR-DOR inv ag -4, HTR5A ag ctr 1, C-LANA FP -0.7, Keap1 Nrf2 FP -8, OPRM1-OPRD1 ag 0.5, HTR5A inv ctr 2, cardiac RTF act -5 and V-ATPase pH 2.
`O=c1cc(N2CCOCC2)c2ccccc2o1` gave Cardiac RTF inh 4, CAL-PDZ inh HTS -1, MOR-DOR inv ag -5, HTR5A ag ctr 5, C-LANA FP -1.3, Keap1 Nrf2 FP -3, OPRM1-OPRD1 ag 0.8, HTR5A inv ctr -11, cardiac RTF act 6 and V-ATPase pH 3.
Screening CC(C)c1ccc(NC(=O)C2=CC=CN3CCS(=O)(=O)N=C23)cc1 returned Cardiac RTF inh -2, CAL-PDZ inh HTS -6, MOR-DOR inv ag -1, HTR5A ag ctr 2, C-LANA FP -0.4, Keap1 Nrf2 FP 3, OPRM1-OPRD1 ag 0.2, HTR5A inv ctr -16, cardiac RTF act -7 and V-ATPase pH 5.
`C=CCn1c(SCc2nc3ccccc3c(=O)[nH]2)nnc1-c1cc2cc(Cl)ccc2o1` gave Cardiac RTF inh -8, CAL-PDZ inh HTS -1, MOR-DOR inv ag 20, HTR5A ag ctr 1, C-LANA FP 1.4, Keap1 Nrf2 FP 1, OPRM1-OPRD1 ag -3.5, HTR5A inv ctr -2, cardiac RTF act 1 and V-ATPase pH 3.
For CCN(CC(=O)Nc1c(F)cccc1F)C(=O)c1ccc2ncsc2c1 the results were Cardiac RTF inh -16, CAL-PDZ inh HTS -5, MOR-DOR inv ag 0, HTR5A ag ctr 3, C-LANA FP 0.4, Keap1 Nrf2 FP 2, OPRM1-OPRD1 ag -0.1, HTR5A inv ctr 10, cardiac RTF act -5 and V-ATPase pH 0.
COc1ccc(-c2cc(-c3ccccc3)nc(N)n2)c(O)c1 was read as Cardiac RTF inh 7, CAL-PDZ inh HTS 0, MOR-DOR inv ag -13, HTR5A ag ctr 1, C-LANA FP -1.8, Keap1 Nrf2 FP 2, OPRM1-OPRD1 ag 3.0, HTR5A inv ctr -2, cardiac RTF act -5 and V-ATPase pH -1.
For O=C(NCCNC(=O)C(c1ccccc1)c1ccccc1)c1ccco1 the results were Cardiac RTF inh 4, CAL-PDZ inh HTS -1, MOR-DOR inv ag 12, HTR5A ag ctr 2, C-LANA FP 1.7, Keap1 Nrf2 FP -1, OPRM1-OPRD1 ag -2.1, HTR5A inv ctr 5, cardiac RTF act 1 and V-ATPase pH 2.
`OCC[C@@H]1C[C@@H](O)[C@H](O)[C@]2(CCc3ccccc3CO2)O1` gave Cardiac RTF inh -1, CAL-PDZ inh HTS 0, MOR-DOR inv ag 4, HTR5A ag ctr 2, C-LANA FP 0.7, Keap1 Nrf2 FP -2, OPRM1-OPRD1 ag -0.8, HTR5A inv ctr -4, cardiac RTF act 3 and V-ATPase pH -3.
For COc1cccc(OCc2cc(C(=O)N3CCN(C4CCCC4)CC3)no2)c1 the results were Cardiac RTF inh -4, CAL-PDZ inh HTS 0, MOR-DOR inv ag 18, HTR5A ag ctr 1, C-LANA FP -1.1, Keap1 Nrf2 FP -1, OPRM1-OPRD1 ag -5.4, HTR5A inv ctr 16, cardiac RTF act 0 and V-ATPase pH -1.
Cc1ccc(S(=O)(=O)N2CCN(c3cc4c(cc3[N+](=O)[O-])n(C)c(=O)n4C)CC2)cc1 was read as Cardiac RTF inh -4, CAL-PDZ inh HTS -1, MOR-DOR inv ag 2, HTR5A ag ctr 8, C-LANA FP 0.3, Keap1 Nrf2 FP -6, OPRM1-OPRD1 ag -0.3, HTR5A inv ctr 13, cardiac RTF act 6 and V-ATPase pH 1.
Screening CCOC(=O)N1CCN(S(=O)(=O)c2ccc(OC)c3ccccc23)CC1 returned Cardiac RTF inh -13, CAL-PDZ inh HTS -7, MOR-DOR inv ag 3, HTR5A ag ctr 2, C-LANA FP -2.2, Keap1 Nrf2 FP 2, OPRM1-OPRD1 ag -0.5, HTR5A inv ctr -7, cardiac RTF act 3 and V-ATPase pH -3.
Cc1ccc(CNc2cc(C(=O)O)ccc2C)s1 was read as Cardiac RTF inh 0, MOR-DOR inv ag 6, HTR5A ag ctr 2, C-LANA FP 2.7, Keap1 Nrf2 FP -6, OPRM1-OPRD1 ag -1.4, HTR5A inv ctr -8, cardiac RTF act -1 and V-ATPase pH -1.
For Cc1ccc2c(N)[nH]nc2n1 the results were Cardiac RTF inh 2, CAL-PDZ inh HTS -2, MOR-DOR inv ag 10, HTR5A ag ctr -2, C-LANA FP 1.3, Keap1 Nrf2 FP 3, OPRM1-OPRD1 ag -2.2, HTR5A inv ctr 2, cardiac RTF act -2 and V-ATPase pH -1.
`Cn1nc(C(F)(F)F)c(/C=N/OC(=O)c2ccccc2)c1Cl` gave Cardiac RTF inh -4, CAL-PDZ inh HTS 4, MOR-DOR inv ag -12, HTR5A ag ctr 1, C-LANA FP -0.2, Keap1 Nrf2 FP 0, OPRM1-OPRD1 ag 2.2, HTR5A inv ctr -19, cardiac RTF act 0 and V-ATPase pH 2.
`O=C(COc1ccc(Cl)cc1Cl)OCC(=O)N1CCCc2ccccc21` gave Cardiac RTF inh -3, CAL-PDZ inh HTS 2, MOR-DOR inv ag -26, HTR5A ag ctr 5, C-LANA FP -0.9, Keap1 Nrf2 FP -3, OPRM1-OPRD1 ag 3.5, HTR5A inv ctr -13, cardiac RTF act -2 and V-ATPase pH 2.
Clc1ccc(N(CC2CO2)CC2CO2)cc1 (stereo unspecified) was read as Cardiac RTF inh -2, CAL-PDZ inh HTS -3, MOR-DOR inv ag 6, HTR5A ag ctr -1, C-LANA FP -0.7, Keap1 Nrf2 FP -3, OPRM1-OPRD1 ag -1.2, HTR5A inv ctr 4, cardiac RTF act -2 and V-ATPase pH 7.
Screening CC(C)c1cc(CNC(=O)CC2C(=O)NCCN2CC2CCCCC2)on1 (stereo unspecified) returned Cardiac RTF inh -7, MOR-DOR inv ag 8, HTR5A ag ctr 0, C-LANA FP 0.0, Keap1 Nrf2 FP 1, OPRM1-OPRD1 ag -1.7, HTR5A inv ctr -10, cardiac RTF act 1 and V-ATPase pH 1.
O=C(NCCO)c1cccc2c1C(=O)c1ccccc1-2 was read as Cardiac RTF inh -2, CAL-PDZ inh HTS -1, MOR-DOR inv ag 17, HTR5A ag ctr 2, C-LANA FP -0.4, Keap1 Nrf2 FP 2, OPRM1-OPRD1 ag -2.8, HTR5A inv ctr -4, cardiac RTF act -4 and V-ATPase pH 0.
`CN(C)/C=C/C(=O)c1ccccc1` gave Cardiac RTF inh -10, CAL-PDZ inh HTS -2, MOR-DOR inv ag 2, HTR5A ag ctr 0, C-LANA FP -1.2, Keap1 Nrf2 FP 1, OPRM1-OPRD1 ag -0.5, HTR5A inv ctr -1, cardiac RTF act 8 and V-ATPase pH -3.
CC(C)(O)C#Cc1ccc(C(=O)N2CCCC2C(=O)O)s1 (stereo unspecified) was read as Cardiac RTF inh -11, CAL-PDZ inh HTS -2, MOR-DOR inv ag -9, HTR5A ag ctr 5, C-LANA FP 1.3, Keap1 Nrf2 FP -8, OPRM1-OPRD1 ag 1.6, HTR5A inv ctr -14, cardiac RTF act 11 and V-ATPase pH -4.
Screening CC(c1ccccc1)n1cnc2ccccc2c1=O (stereo unspecified) returned Cardiac RTF inh -6, CAL-PDZ inh HTS -1, MOR-DOR inv ag 3, HTR5A ag ctr 4, C-LANA FP 3.1, Keap1 Nrf2 FP -2, OPRM1-OPRD1 ag -0.6, HTR5A inv ctr -14, cardiac RTF act -3 and V-ATPase pH 1.
`O=[N+]([O-])c1ccc2c(c1)[nH]c(=S)n2-c1ccccc1` gave Cardiac RTF inh -7, CAL-PDZ inh HTS -6, MOR-DOR inv ag 5, HTR5A ag ctr 4, C-LANA FP 0.8, Keap1 Nrf2 FP -2, OPRM1-OPRD1 ag -1.0, HTR5A inv ctr -11, cardiac RTF act -1 and V-ATPase pH 0.
COc1cccc(C(=O)O/N=C(\N)c2ccncc2)c1 was read as Cardiac RTF inh 2, CAL-PDZ inh HTS -1, MOR-DOR inv ag -11, HTR5A ag ctr 2, C-LANA FP -1.6, Keap1 Nrf2 FP -3, OPRM1-OPRD1 ag 2.0, HTR5A inv ctr 10, cardiac RTF act -5 and V-ATPase pH -2.
Screening CC(=O)Nc1ccc(S(=O)(=O)Nc2nc3cc4c(cc3nc2Cl)OCCO4)cc1 returned Cardiac RTF inh -4, CAL-PDZ inh HTS 7, MOR-DOR inv ag -8, HTR5A ag ctr 6, C-LANA FP -1.4, Keap1 Nrf2 FP 1, OPRM1-OPRD1 ag 1.5, HTR5A inv ctr -17, cardiac RTF act 8 and V-ATPase pH -4.
For Cc1ccc(C(=O)N2N=C3c4ccccc4S(=O)(=O)N3[C@H]2N(C)C)cc1 the results were Cardiac RTF inh -11, CAL-PDZ inh HTS 6, MOR-DOR inv ag 11, HTR5A ag ctr -2, C-LANA FP 0.7, Keap1 Nrf2 FP -4, OPRM1-OPRD1 ag -1.9, HTR5A inv ctr 5, cardiac RTF act 7 and V-ATPase pH 1.
`Nc1nnn(CC(=O)N/N=C/c2ccc(O)cc2)n1` gave Cardiac RTF inh -17, CAL-PDZ inh HTS -3, MOR-DOR inv ag 3, HTR5A ag ctr -7, C-LANA FP -0.5, Keap1 Nrf2 FP -4, OPRM1-OPRD1 ag -0.5, HTR5A inv ctr 9, cardiac RTF act -1 and V-ATPase pH 3.
